KCNQ1 pot: potentiates or activates the human KCNQ1 potassium channel. P51787. CHO-K1 KCNQ1, thallium flux FluxOR fluorescence; hits give high values. B-score at 10 µM. 0.35% of 310,000 active;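 active means fluorescence ratio B-score, a plate-corrected score, at least three library SD, with initial intensity B-score within 5 SD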
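Doses: Single concentration per compound, DMSO matched to controls | Test system: KCNQ1-transfected CHO-K1 cells | Timing: 90 min dye loading and 20 min compound exposure, both at room temperature | Measured by: Kinetic FluxOR thallium fluorescence, 10-s 1-Hz baseline, 110-s post-stimulus read | Medium: Assay buffer with matched DMSO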
KCNK3 block: human KCNK3 channel inhibition, primary screen | B-score at 10 µM | O14649 | CHO-KCNK3 thallium flux, FluxOR fluorescence; hits give low values | 0.84% of 340,000 active | AID 602410;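 active means B-score under library mean minus 4 SD, starting fluorescence ratio at most library mean plus 5 SD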;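 further: more negative B-score means stronger inhibition of thallium flux through KCNK3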
Target sequence (O14649 whole entry, looked up): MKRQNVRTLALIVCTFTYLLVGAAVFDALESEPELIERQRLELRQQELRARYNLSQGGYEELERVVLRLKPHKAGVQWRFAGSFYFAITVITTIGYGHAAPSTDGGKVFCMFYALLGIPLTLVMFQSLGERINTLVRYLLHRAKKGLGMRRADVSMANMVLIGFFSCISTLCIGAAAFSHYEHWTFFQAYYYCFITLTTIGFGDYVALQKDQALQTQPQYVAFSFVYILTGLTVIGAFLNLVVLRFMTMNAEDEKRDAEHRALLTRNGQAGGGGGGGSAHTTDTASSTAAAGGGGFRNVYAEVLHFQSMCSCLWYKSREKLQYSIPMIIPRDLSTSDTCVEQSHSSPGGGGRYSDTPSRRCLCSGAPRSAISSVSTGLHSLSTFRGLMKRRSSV
Platelet DG rel: modulates dense granule release in human platelets | 0.22% of 300,000 active | human platelet-rich plasma, SFLLRN dense granule ATP release, luminescence | inhibition, %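 (compounds screened at 7.5 µM in platelet-rich plasma)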;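 active means mean replicate score, as percent of positive control, at or above 50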
KCNQ1 block: blocks the human KCNQ1 potassium channel. P51787. CHO-K1 KCNQ1, FluxOR thallium flux fluorescence; hits give high values. B-score at 10 µM. 1.3% of 310,000 active;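 active means compounds whose thallium flux B-score, printed positive for inhibition, exceeds three library SD while starting fluorescence stays within three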;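 further: channel opened by potassium depolarization with thallium stimulus after 20 min compound exposure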
TRPC4 block: blocks the mouse TRPC4 cation channel | Q9QUQ5 | B-score at 10 µM | HEK293 TRPC4beta/mu-opioid, DAMGO-evoked Fluo4 calcium flux; hits give low values | 0.39% of 300,000 active;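 active means B-score over 3 SD under the library average, no early fluorescence shift, positive overall ratio signal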
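Assay system: HEK293 cells with stable TRPC4beta plus mu-opioid receptor expression. Dosing: single dose. Measured by: Fluo4 Ca2+ flux fluorescence. Also added: DAMGO in two steps, submaximal then maximal. Read-out: B score from integrated Fluo4 fluorescence ratio.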
TRPC4 PAM: TRPC4 (mouse) allosteric potentiation; 0.42% of 310,000 active; B-score at 10 µM; Q9QUQ5; HEK293 TRPC4beta/mu-opioid, DAMGO EC20, Fluo-4 Ca2+ flux; hits give high values;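 active means B-score of calcium response area above 5 SD of library B-scores, with initial fluorescence ratio within 5 SD of library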;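 further: B-score of integrated fluorescence ratio over time as area under calcium response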
hERG rescue: compounds protecting human hERG from proarrhythmic drug block; Q12809; CHO-hERG, FluxOR thallium flux, dofetilide IC70 present; activation (rescue from dofetilide block), less the hit threshold, % at 10 µM; 0.51% of 310,000 active; AID 1511;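 active means activation above the mean of controls blocked by dofetilide plus 5 SD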;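 further: thallium influx through hERG after potassium depolarization seen as dye fluorescence rise; in these data hits start at about 4.7%; inactives centre near -7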
PolyA inhibitor: blocks polyadenylation in yeast reporter cells; S. cerevisiae SKY197-pL101 polyadenylation reporter, beta-gal luminescence; efflux-impaired pdr1/pdr3 knockout yeast; score 100 = 6 SD above DMSO; calls only at 12 µM; 0.02% of 300,000 active; AID 1875;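 active means lowest replicate activity score at least 50, where 100 means six control SD above control mean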;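 further: yeast exposed to compound for 9 h at 30 °C; higher score means more reporter readthrough which indicates perturbed polyadenylation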
TRPC4 act: activators of mouse TRPC4 channel; Q9QUQ5; HEK293 TRPC4beta/mu-opioid, Fluo4 calcium fluorescence; hits give high values; B-score at 10 µM; 0.49% of 310,000 active; AID 2237;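 active means B-score above 5 SD of library B-scores, and initial fluorescence ratio not above library mean plus 5 SD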;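 further: positive B-score marks a calcium rise read as TRPC4 activation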
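Incubation: 45 min room-temperature Fluo4 loading, 110 s read / System: HEK293 cells stably co-expressing mouse TRPC4beta and mu-opioid receptor / Signal: Fluo4 fluorescence, kinetic / Control set: buffer (low) and maximal DAMGO (high) / Measure: integrated baseline-normalised fluorescence ratio, converted to per-well B score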
KCNK9 inh: blocks the human KCNK9 two-pore domain potassium channel; Q9NPC2; HEK293 KCNK9, FluxOR thallium flux fluorescence; hits give low values; B-score at 10 µM; 1.2% of 310,000 active;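 active means ratio B-score over 3 SD below the library mean, with starting fluorescence within 5 SD of its mean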;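 further: negative B-score means less thallium flux so channel inhibition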
Target sequence (Q9NPC2 whole entry, looked up, the tested form may be a part): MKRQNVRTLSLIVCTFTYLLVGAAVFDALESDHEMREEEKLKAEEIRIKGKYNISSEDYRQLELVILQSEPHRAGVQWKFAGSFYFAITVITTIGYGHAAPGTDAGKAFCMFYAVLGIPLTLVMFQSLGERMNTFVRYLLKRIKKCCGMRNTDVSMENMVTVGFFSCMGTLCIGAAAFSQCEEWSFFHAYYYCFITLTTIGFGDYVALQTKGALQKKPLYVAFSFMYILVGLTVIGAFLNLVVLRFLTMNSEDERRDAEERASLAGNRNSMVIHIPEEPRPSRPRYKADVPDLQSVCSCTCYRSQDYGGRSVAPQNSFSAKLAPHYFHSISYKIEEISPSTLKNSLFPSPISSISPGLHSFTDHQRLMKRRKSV
DYRK1A inh: inhibitors of rat Dyrk1A kinase; AID 504441; Q63470; inhibition, % at 12.5 µM; 0.43% of 310,000 active; ADP-Glo luminescence, NFATc1 peptide; in the data active means inhibition above about 50%;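 further: plate controls were vehicle with enzyme for no effect and no enzyme for full effect; many of its hits are not listed in these tables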
* hit, by the source's call.

How did CCC(C)Nc1nc(N)c([N+](=O)[O-])c(NC2CCCCC2)n1 (stereo not given) do in these assays?
KCNQ1 pot: inactive; KCNK3 block: inactive; Platelet DG rel: 0.2; KCNQ1 block: inactive; TRPC4 block: inactive; TRPC4 PAM: inactive; hERG rescue: -0.7; PolyA inhibitor: inactive; TRPC4 act: inactive; KCNK9 inh: inactive; DYRK1A inh: -5.4

How did Cc1oc(-c2ccc(Cl)cc2)nc1CN1CCC(C(=O)NCc2cccs2)CC1 do in these assays?
KCNQ1 pot: inactive; KCNK3 block: inactive; Platelet DG rel: 12.8; KCNQ1 block: inactive; TRPC4 block: -6*; TRPC4 PAM: inactive; hERG rescue: -8.1; PolyA inhibitor: inactive; TRPC4 act: inactive; KCNK9 inh: inactive; DYRK1A inh: -2.3

What do the screens show for `Cc1ccc(C(=O)Nc2ccc(Cl)cc2C)c(Cl)c1`?
KCNQ1 pot: inactive; KCNK3 block: inactive; Platelet DG rel: -1.6; KCNQ1 block: inactive; TRPC4 block: inactive; TRPC4 PAM: inactive; hERG rescue: -7.5; PolyA inhibitor: inactive; TRPC4 act: inactive; KCNK9 inh: inactive; DYRK1A inh: 1.6

What do the screens show for `CN(C)/C(Cn1cncn1)=C1/N=C(c2c(F)cccc2F)OC1=O`?
KCNQ1 pot: inactive; KCNK3 block: inactive; Platelet DG rel: 14.5; KCNQ1 block: inactive; TRPC4 block: inactive; TRPC4 PAM: inactive; hERG rescue: -11.1; PolyA inhibitor: inactive; TRPC4 act: inactive; KCNK9 inh: inactive; DYRK1A inh: 25.6

Results for Cc1[nH]n(-c2ccccc2)c(=O)c1/C=N/NC(=O)c1ccccc1F ?
KCNQ1 pot: inactive; KCNK3 block: inactive; Platelet DG rel: 9.6; KCNQ1 block: inactive; TRPC4 block: inactive; TRPC4 PAM: inactive; hERG rescue: -11.6; PolyA inhibitor: inactive; TRPC4 act: inactive; KCNK9 inh: inactive; DYRK1A inh: 4.2

Results for COc1ccc(-n2nnnc2SCC(=O)N2CCCC2)cc1OC ?
KCNQ1 pot: inactive; KCNK3 block: inactive; Platelet DG rel: 6.5; KCNQ1 block: inactive; TRPC4 block: inactive; TRPC4 PAM: inactive; hERG rescue: -2.5; PolyA inhibitor: inactive; TRPC4 act: inactive; KCNK9 inh: inactive; DYRK1A inh: -0.3

How did Nc1nnc(SCC(=O)Nc2ccc3nc(SCC(=O)Nc4ccccc4)sc3c2)s1 do in these assays?
KCNQ1 pot: inactive; KCNK3 block: inactive; Platelet DG rel: 24.1; KCNQ1 block: inactive; TRPC4 block: inactive; TRPC4 PAM: inactive; hERG rescue: -12.9; PolyA inhibitor: inactive; TRPC4 act: inactive; KCNK9 inh: inactive; DYRK1A inh: -5.9

How did C/C(=N\NC(=O)C1(C)CC1(Br)Br)c1cccc(NC(=O)C2CCC2)c1 (stereo not given) do in these assays?
KCNQ1 pot: inactive; KCNK3 block: inactive; Platelet DG rel: -6.6; KCNQ1 block: inactive; TRPC4 block: inactive; TRPC4 PAM: inactive; hERG rescue: -11.0; PolyA inhibitor: inactive; TRPC4 act: inactive; KCNK9 inh: -7.4*; DYRK1A inh: 3.0

Results for c1ccc(-c2nnc(C3CC(c4ccncc4)=NO3)o2)cc1 (stereo not given) ?
KCNQ1 pot: inactive; KCNK3 block: inactive; Platelet DG rel: -1.9; KCNQ1 block: inactive; TRPC4 block: inactive; TRPC4 PAM: inactive; hERG rescue: -1.9; PolyA inhibitor: inactive; TRPC4 act: inactive; KCNK9 inh: inactive; DYRK1A inh: -0.7

Results for Cc1ccc(NS(=O)(=O)c2ccc(C(=O)NCCCN3CCCC3=O)cc2)cc1C ?
KCNQ1 pot: inactive; KCNK3 block: inactive; Platelet DG rel: 3.7; KCNQ1 block: inactive; TRPC4 block: inactive; TRPC4 PAM: inactive; hERG rescue: -11.7; PolyA inhibitor: inactive; TRPC4 act: inactive; KCNK9 inh: inactive; DYRK1A inh: -2.6

Results for CCCCCCCCSc1nnc(-c2ccc(OC)cc2)o1 ?
KCNQ1 pot: inactive; KCNK3 block: inactive; Platelet DG rel: -0.8; KCNQ1 block: inactive; TRPC4 block: inactive; TRPC4 PAM: inactive; hERG rescue: -9.1; PolyA inhibitor: inactive; TRPC4 act: inactive; KCNK9 inh: inactive; DYRK1A inh: 1.1

Results for COc1ccc(C)cc1NC(=O)CN(c1ccc(F)cc1)S(C)(=O)=O ?
KCNQ1 pot: inactive; KCNK3 block: inactive; Platelet DG rel: 0.4; KCNQ1 block: inactive; TRPC4 block: inactive; TRPC4 PAM: inactive; hERG rescue: -14.0; PolyA inhibitor: inactive; TRPC4 act: inactive; KCNK9 inh: inactive; DYRK1A inh: 10.6

What do the screens show for `COc1cccc(OC)c1C(=O)Nc1c(C(=O)N2CCN(C)CC2)oc2ccccc12`?
KCNQ1 pot: inactive; KCNK3 block: inactive; Platelet DG rel: -2.0; KCNQ1 block: inactive; TRPC4 block: inactive; TRPC4 PAM: inactive; hERG rescue: -7.6; PolyA inhibitor: inactive; TRPC4 act: inactive; KCNK9 inh: inactive; DYRK1A inh: -1.3

What do the screens show for `COc1ccc(CN2CCNC(=O)C2CC(=O)NC2CCOCC2)c(F)c1` (stereo not given)?
KCNQ1 pot: inactive; KCNK3 block: inactive; Platelet DG rel: -4.2; KCNQ1 block: inactive; TRPC4 block: inactive; TRPC4 PAM: inactive; hERG rescue: -5.2; PolyA inhibitor: inactive; TRPC4 act: inactive; KCNK9 inh: inactive; DYRK1A inh: -4.4

How did O=C(N/N=C/c1ccc[nH]1)c1ccc(O)cc1 do in these assays?
KCNQ1 pot: inactive; KCNK3 block: inactive; Platelet DG rel: 6.9; KCNQ1 block: inactive; TRPC4 block: inactive; TRPC4 PAM: inactive; hERG rescue: -5.3; PolyA inhibitor: inactive; TRPC4 act: inactive; KCNK9 inh: inactive; DYRK1A inh: -2.0

How did CN(Cc1ccccc1)C(=O)CCNC(=O)Cn1cnc2ccccc2c1=O do in these assays?
KCNQ1 pot: inactive; KCNK3 block: inactive; Platelet DG rel: 2.1; KCNQ1 block: inactive; TRPC4 block: inactive; TRPC4 PAM: inactive; hERG rescue: 0.3; PolyA inhibitor: inactive; TRPC4 act: inactive; KCNK9 inh: inactive; DYRK1A inh: -1.9

Results for CCCCOc1ccc(C(O)(CCN2CCOCC2)c2ccccc2)cc1 (stereo not given) ?
KCNQ1 pot: inactive; KCNK3 block: inactive; Platelet DG rel: -1.7; KCNQ1 block: inactive; TRPC4 block: inactive; TRPC4 PAM: inactive; hERG rescue: -5.8; PolyA inhibitor: inactive; TRPC4 act: inactive; KCNK9 inh: inactive; DYRK1A inh: -3.2

Results for O=C(Cc1ccc(Nc2nc(=S)[nH]c3ccccc23)cc1)NC1CCCCC1 ?
KCNQ1 pot: inactive; Platelet DG rel: -1.8; KCNQ1 block: inactive; TRPC4 block: inactive; TRPC4 PAM: inactive; hERG rescue: -22.9; PolyA inhibitor: inactive; TRPC4 act: inactive; KCNK9 inh: inactive

Results for O=C(NCCN1CCOCC1)c1cc(S(=O)(=O)Nc2ccccc2F)c(Cl)cc1Cl ?
KCNQ1 pot: inactive; KCNK3 block: inactive; Platelet DG rel: 4.9; KCNQ1 block: inactive; TRPC4 block: inactive; TRPC4 PAM: inactive; hERG rescue: -13.6; PolyA inhibitor: inactive; TRPC4 act: inactive; KCNK9 inh: inactive; DYRK1A inh: -1.3

How did O=C(CN(c1ccc(F)cc1)S(=O)(=O)c1ccccc1)N1CCOCC1 do in these assays?
KCNQ1 pot: inactive; KCNK3 block: inactive; Platelet DG rel: 9.4; KCNQ1 block: inactive; TRPC4 block: inactive; TRPC4 PAM: inactive; hERG rescue: -2.4; PolyA inhibitor: inactive; TRPC4 act: inactive; KCNK9 inh: inactive

Results for CCN(CC)C(=O)CSC(=Nc1ccccc1F)NC#N ?
KCNQ1 pot: inactive; KCNK3 block: inactive; Platelet DG rel: 1.8; KCNQ1 block: inactive; TRPC4 block: inactive; TRPC4 PAM: inactive; hERG rescue: -4.7; PolyA inhibitor: inactive; TRPC4 act: inactive; KCNK9 inh: inactive; DYRK1A inh: 19.8

How did C=CCn1c(/N=C/c2ccc3c(c2)OCO3)nc2ccccc21 do in these assays?
KCNQ1 pot: inactive; KCNK3 block: inactive; Platelet DG rel: -6.0; KCNQ1 block: inactive; TRPC4 block: inactive; TRPC4 PAM: inactive; hERG rescue: -5.0; PolyA inhibitor: inactive; TRPC4 act: inactive; KCNK9 inh: inactive; DYRK1A inh: 0.7

How did COc1ccccc1/C=C/C=N/NC(=O)Cc1cccn1C do in these assays?
KCNQ1 pot: inactive; KCNK3 block: inactive; Platelet DG rel: -3.5; KCNQ1 block: inactive; TRPC4 block: inactive; TRPC4 PAM: inactive; hERG rescue: -7.3; PolyA inhibitor: inactive; TRPC4 act: inactive; KCNK9 inh: inactive; DYRK1A inh: 0.1

Results for COc1cc(/C=N/NC2=NC(C)(C)Cc3ccccc32)cc(OC)c1OC ?
KCNQ1 pot: inactive; KCNK3 block: inactive; Platelet DG rel: 2.2; KCNQ1 block: inactive; TRPC4 block: inactive; TRPC4 PAM: inactive; hERG rescue: -18.6; PolyA inhibitor: inactive; TRPC4 act: inactive; KCNK9 inh: inactive; DYRK1A inh: 3.0

What do the screens show for `Cc1ccc(OCC(O)Cn2c(=N)n(CCN3CCOCC3)c3ccccc32)cc1` (stereo not given)?
KCNQ1 pot: inactive; KCNK3 block: inactive; Platelet DG rel: 2.7; KCNQ1 block: inactive; TRPC4 block: inactive; TRPC4 PAM: inactive; hERG rescue: -0.1; PolyA inhibitor: inactive; TRPC4 act: inactive; KCNK9 inh: inactive; DYRK1A inh: -5.5

What do the screens show for `COc1ccc(CN=C(N)N=C(N)N)cc1Cl`?
KCNQ1 pot: inactive; KCNK3 block: inactive; Platelet DG rel: 6.0; KCNQ1 block: inactive; TRPC4 block: inactive; TRPC4 PAM: inactive; hERG rescue: -21.4; PolyA inhibitor: inactive; TRPC4 act: inactive; KCNK9 inh: inactive; DYRK1A inh: -2.0

What do the screens show for `Cc1noc(/C=C/N(C)C)c1S(=O)(=O)N1CCC(C(=O)O)CC1`?
KCNQ1 pot: inactive; KCNK3 block: inactive; Platelet DG rel: -0.1; KCNQ1 block: inactive; TRPC4 block: inactive; TRPC4 PAM: inactive; hERG rescue: -9.3; PolyA inhibitor: inactive; TRPC4 act: inactive; KCNK9 inh: inactive; DYRK1A inh: -2.5

This is a subset (hit frequency here may not be typical).
